EP2 modulator: modulators of human EP2 prostaglandin E2 receptor. P43116. EP2-expressing cells, cAMP HTRF FRET, PGE2 co-stimulation. induction, % at 25 µM. 260,000 tested, 0.83% active. AID 940;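 active means compounds whose cAMP rise, as percent of the full-agonist control response, exceeds 60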;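 further: rat C6 glioma line stably carrying human EP2 under a CMV promoter; the protocol text gives 20 µM as final concentration; 100% = response of wells given 1 µM PGE2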
Target sequence (P43116 whole entry, looked up): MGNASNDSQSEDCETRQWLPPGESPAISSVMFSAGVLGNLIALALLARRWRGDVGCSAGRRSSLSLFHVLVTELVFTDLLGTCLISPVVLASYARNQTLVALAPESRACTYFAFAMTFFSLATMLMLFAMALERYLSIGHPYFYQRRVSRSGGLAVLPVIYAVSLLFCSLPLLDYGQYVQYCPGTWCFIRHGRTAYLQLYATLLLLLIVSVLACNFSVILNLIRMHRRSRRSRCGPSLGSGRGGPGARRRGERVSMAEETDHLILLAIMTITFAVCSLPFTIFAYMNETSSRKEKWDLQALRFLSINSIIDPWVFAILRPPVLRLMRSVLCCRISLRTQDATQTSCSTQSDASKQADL
Numbers without * were called inactive. Some of the compounds tested; rates above refer to the full screens.

| SMILES | EP2 modulator |
| --- | --- |
| Cc1cc(C)c2cc3c(nc2c1)OC(C)C(=O)N(Cc1cccnc1)C3 (configuration not stated) | -69 |
| O=C(CCN1C(=O)c2ccccc2S1(=O)=O)N1C2CCC1CC(c1ccc(F)cc1)C2 (configuration not stated) | -60 |
| COc1cc(CC(=O)N2C3CCC2CC(O)(c2ccco2)C3)cc(OC)c1OC (configuration not stated) | -12 |
| O=C(Cn1cnnn1)N1CCC(c2nc3sc4c(c3c(=O)[nH]2)CCCC4)CC1 | -31 |
| Cc1cc(C)n2nc(CC(=O)N3CCC(O)(c4ncccc4C)CC3)nc2n1 | 1 |
| C=CCn1c(N2CCC(C(=O)NCCc3cnc[nH]3)CC2)nc2ccccc21 | -8 |
| COc1ccc(C(NC(=O)C2CCCC2)c2nccn2C)cc1OC (configuration not stated) | -9 |
| Cc1cc(-c2cnc(C)nc2C2CCCN(CC(=O)NCc3ccc4c(c3)OCO4)C2)on1 (configuration not stated) | -39 |
| Cc1ccc(F)cc1NC(=O)C1CCN(c2nc3ccccc3n2C)CC1 | -18 |
| COc1ccc(C2=NN(CC(=O)NC(C)C)C(=O)c3cc4sccc4n3C2)cc1 | -38 |
| Cc1ccc(C2=NN(CC(=O)NC3CC3)C(=O)c3cc4ccccc4n3C2)cc1 | -10 |
| CCOC(=O)Cn1ncc2c3sc(C)cc3n(Cc3cccc(OC)c3)c2c1=O | 49 |
| O=C1NC2(CCN(C(=O)c3ccc(Cn4cc(Cl)cn4)o3)CC2)Nc2ccccc21 | -14 |
| Cc1ccc2c(c1)cc(C)c1nn(Cc3ccncc3)c(=O)n12 | -23 |
| CC(C(=O)N1C2CCC1CC(c1ccc(F)cc1)C2)n1ncc2ccccc2c1=O (configuration not stated) | -16 |
| CCN(CC)C(=O)Cn1ncc2c3sc(C)cc3n(Cc3cccc(OC)c3)c2c1=O | 0 |
| COc1ccc(-c2nn(CC(=O)N(C)C)c(=O)o2)c2ccccc12 | -52 |
| Cc1cc2cc3c(cc2n2c(=O)n(CC(=O)NCC4CC4)nc12)OCO3 | -5 |
| CCC(C(=O)N1CCC(C(=O)c2nc3ccccc3s2)CC1)c1ccccc1 (configuration not stated) | -3 |
| CC(C)c1ccc(CN2CCc3c(nc(N4CCCCC4)[nH]c3=O)C2)cc1 | -15 |
| Cc1cc2c(o1)c1cnn(CC(=O)N3CCOCC3)c(=O)c1n2C(C)C | -46 |
| COc1ccc([C@@H]2CCN(C(=O)Cc3ccc(-n4cnnn4)cc3)C[C@H]2O)cc1 | 11 |
| COc1ccc(CCNC(=O)Cn2nc(C)n3c(cc4sc(C)cc43)c2=O)cc1 | 6 |
| CCc1nn(CC(=O)NCCc2cccc(OC)c2)c(=O)c2cc3sccc3n12 | -9 |
| CC(NC(=O)Cc1cccc(F)c1)c1nc(-c2cccnc2)n[nH]1 (configuration not stated) | -39 |
| O=C(CN1CCC(O)(c2ccccn2)CC1)Nc1cccc(F)c1 | -37 |
| CC1CCN(c2nc3c(c(=O)[nH]2)CCN(Cc2ccc(Br)o2)C3)CC1 | -30 |
| COCCNc1cc(C)nc2c(-c3ccc(OC)cc3)c(C)nn12 | -37 |
| COC(=O)[C@H]1CN(C(=O)c2ccco2)C[C@@H]1c1ccc(F)cc1 | 33 |
| Cc1cc2c(s1)c1cnn(CC(=O)OC(C)C)c(=O)c1n2C | -31 |
| COc1ccc(-c2nc3n(c2NC(C)(C)C)CCN(C(=O)c2cn(C)nc2C)C3)cc1 | -2 |
| Cc1nc2c(-c3cccs3)c(C)nn2c(NCCN2CCOCC2)c1C | -20 |
| CCN(CC)C(=O)N1CCC(Cn2nc(-c3ccc(F)cc3)ccc2=O)CC1 | -23 |
| Cc1nn(CC(=O)N[C@H](Cn2nc(-c3ccc(F)c(F)c3)ccc2=O)C(C)C)c(C)c1C | 22 |
| O=c1[nH]c(N2CCCCC2)nc2c1CCN(Cc1cccc3nccnc13)C2 | -28 |
| CN(C)c1ncc(-c2nc3cnccn3c2NCc2ccc3c(c2)OCO3)cn1 | -9 |
| COc1ccccc1C(=O)N1C2CCC1CC(O)(c1nccn1C)C2 (configuration not stated) | -10 |
| O=C(NC1(c2cccc(F)c2)CCCC1)c1cnccn1 | -5 |
| CCc1nn(CC(=O)NCc2ccc(OC)cc2)c(=O)c2cc3sccc3n12 | 14 |
| COc1ccc(NC(=O)C2CCN(c3nc4ccccc4n3C)CC2)cn1 | -34 |
| Cn1c(=O)n(C)c2cc(C(=O)N3C4CCC3CC(c3ccc(F)cc3)C4)ccc21 (configuration not stated) | -10 |
| CCc1cc(N2CCC(O)CC2)n2nc3nc(C)cc(C)c3c2n1 | -15 |
| O=C(Cc1ccc(Cl)c(Cl)c1)N1CCn2c(nnc2C2CC2)C1 | 6 |
| C=CCn1c2cc(C)sc2c2cnn(CC(=O)N3CCCCC3)c(=O)c21 | -29 |
| CCn1cc(C(=O)N2CCC[C@H](Cn3cc(C(=O)N4CCOCC4)nn3)C2)cn1 | -16 |
| O=C(CCn1cnnn1)N1C2CCC1CC(c1ccc(F)cc1)C2 (configuration not stated) | -16 |
| Cc1sc2ncn3c(=O)n(CC(=O)N4CC(C)CC(C)C4)nc3c2c1C (configuration not stated) | -55 |
| O=C(c1nccc2ccccc12)N1CCC(Cn2nc(-c3cccs3)ccc2=O)CC1 | -8 |
| O=C(CN1CCC(O)(c2cccnc2)CC1)Nc1ccc(F)cc1 | -31 |
| O=C(NC[C@@H]1CCCN(C(=O)c2ccccn2)C1)c1cccs1 | -16 |

Later entries:
| SMILES | EP2 modulator |
| --- | --- |
| Cc1ncc(-c2ccncc2)c(C2CCCN(C(=O)c3cccc4nccnc34)C2)n1 (configuration not stated) | 3 |
| COc1cc(-c2nc3cnccn3c2NC(C)(C)C)ccc1O | -60 |
| COCCn1c(=O)n(CC(=O)Nc2cccc(OC)c2)c2cccnc21 | 5 |
| COc1ccccc1NC(=O)CN1CCC(O)(c2nccn2C)CC1 | -8 |
| CC(C)CC(NC(=O)Cc1ccc(F)cc1)c1nc2cccnc2n1C(C)C (configuration not stated) | 7 |
| Cc1cc2c(cc3c(=O)n(CC(=O)NCCc4ccco4)nc(C)n32)s1 | -11 |
| C=CCNC(=O)Nc1c[nH]c2ccc(OCC)nc2c1=O | -8 |
| Cc1cc(-c2cncnc2C2CCCN(C(=O)c3ccc(Cn4cccn4)o3)C2)on1 (configuration not stated) | -9 |
| Cc1cc(-c2cn[nH]c2C2CCN(C(=O)C3CC3)CC2)on1 | -31 |
| Cc1cc(-c2cnc(C)nc2C2CCCN(C(=O)C3CC3)C2)on1 (configuration not stated) | -16 |
| COc1ccc(-c2ccc(=O)n(CC3CCN(C(=O)C4CCC4)CC3)n2)cc1OC | 31 |
| COc1ccc(-c2c(C)nn3c(N4CCN(C)CC4)cc(C)nc23)cc1 | -15 |
| CCOc1ccccc1CN1CCc2c(nc(N3CC(C)OC(C)C3)[nH]c2=O)C1 (configuration not stated) | -8 |
| O=C(Nc1ccc(F)cc1)N1CCCC(c2nc(-c3ccncc3)n[nH]2)C1 (configuration not stated) | -38 |
| CCc1nn(CC(=O)N2CCc3ccccc3C2)c(=O)c2cc3sccc3n12 | -42 |
| Cc1ccc(C(C)C(=O)N2CCC(n3nc(-c4ccco4)ccc3=O)CC2)cc1 (configuration not stated) | -15 |
| Cc1oc(C2CC2)cc1C(=O)N1CCn2c(nnc2C2CC2)C1 | 2 |
| CC(C)c1nc2ccccc2c2nn(CC(=O)N3CCCC3)c(=O)n12 | -11 |
| COc1cccc([C@@H]2C[C@H](C(=O)N3CCC(C(N)=O)CC3)N(C)S(=O)(=O)N2)c1 | -9 |
| CC(C)[C@H]1CN(Cc2ccco2)CCN1C(=O)NCc1ccccc1 | -9 |
| Cc1nc(C)c(C(=O)N[C@H](Cn2nnc3ccccc32)C(C)C)o1 | -20 |
| CN(C)c1cccc(C(=O)N2CCc3c(nc(N4CCCC4)[nH]c3=O)C2)c1 | -26 |
| O=C(NCc1ccc2c(c1)OCO2)[C@@H]1C=CCN1C(=O)c1ccc(F)cc1 | -16 |
| CCc1cc(NC2CC2)n2nc3nc(C)cc(C)c3c2n1 | 45 |
| Cc1cc(C(F)(F)F)nc2nc(NC(=O)c3cccs3)ccc12 | 27 |

Exported with values ahead of the structure: part of the list above.
EP2 modulator	molecule
-69	Cc1cc(C)c2cc3c(nc2c1)OC(C)C(=O)N(Cc1cccnc1)C3 (configuration not stated)
-60	O=C(CCN1C(=O)c2ccccc2S1(=O)=O)N1C2CCC1CC(c1ccc(F)cc1)C2 (configuration not stated)
-12	COc1cc(CC(=O)N2C3CCC2CC(O)(c2ccco2)C3)cc(OC)c1OC (configuration not stated)
-31	O=C(Cn1cnnn1)N1CCC(c2nc3sc4c(c3c(=O)[nH]2)CCCC4)CC1
1	Cc1cc(C)n2nc(CC(=O)N3CCC(O)(c4ncccc4C)CC3)nc2n1
-8	C=CCn1c(N2CCC(C(=O)NCCc3cnc[nH]3)CC2)nc2ccccc21
-9	COc1ccc(C(NC(=O)C2CCCC2)c2nccn2C)cc1OC (configuration not stated)
-39	Cc1cc(-c2cnc(C)nc2C2CCCN(CC(=O)NCc3ccc4c(c3)OCO4)C2)on1 (configuration not stated)
-18	Cc1ccc(F)cc1NC(=O)C1CCN(c2nc3ccccc3n2C)CC1
-38	COc1ccc(C2=NN(CC(=O)NC(C)C)C(=O)c3cc4sccc4n3C2)cc1
-10	Cc1ccc(C2=NN(CC(=O)NC3CC3)C(=O)c3cc4ccccc4n3C2)cc1
49	CCOC(=O)Cn1ncc2c3sc(C)cc3n(Cc3cccc(OC)c3)c2c1=O
-14	O=C1NC2(CCN(C(=O)c3ccc(Cn4cc(Cl)cn4)o3)CC2)Nc2ccccc21
-23	Cc1ccc2c(c1)cc(C)c1nn(Cc3ccncc3)c(=O)n12
-16	CC(C(=O)N1C2CCC1CC(c1ccc(F)cc1)C2)n1ncc2ccccc2c1=O (configuration not stated)

Next compounds
SMILES	EP2 modulator
CCS(=O)(=O)N1CCC[C@@H](Cn2nc(-c3cccs3)ccc2=O)C1	-45
COc1ccc(C(=O)N2CCC(Cn3nc(-c4ccc(OC)cc4)ccc3=O)CC2)cc1	-37
CC(C)C(=O)N1CCC[C@H]1Cn1nc(-c2ccc3c(c2)OCCO3)ccc1=O	-34
Oc1c(Cl)cc(-c2nc3cnccn3c2NCc2ccco2)cc1Cl	23
Cc1nn(CC(=O)NC(C)c2ccccn2)c(=O)c2cc3sccc3n12 (configuration not stated)	11
Cc1cc(-c2cncnc2C2CCCN(C(=O)C3(c4ccccc4)CC3)C2)on1 (configuration not stated)	-19
Cc1nn2c(NCCO)c3c(nc2c1-c1cccs1)CCCC3	-10
COc1ccccc1N1CCN(C(=O)Cn2nc(C)n3c(cc4sccc43)c2=O)CC1	2
CCCNC(=O)[C@H]1C[C@@H](c2ccc(F)cc2)NS(=O)(=O)N1C	-4
CC[C@H](Cn1nc(-c2cccs2)ccc1=O)NC(=O)Cc1nonc1C	5
COc1ccc(-c2ccc(=O)n(CC3CCN(C(=O)c4cccc(F)c4)CC3)n2)cc1	-28
Cc1nn(CC(=O)NC(C)(C)C)c(=O)c2cc3ccsc3n12	-12
COC1CCCC(C(=O)Nc2ccc(-c3cn4c(C)c(C)nnc4n3)cc2C)C1 (configuration not stated)	7
CC(C)NC(=O)Cn1nc2n(CC(=O)NC3CCCCC3C)c3ccccc3n2c1=O (configuration not stated)	6
C=CCn1c2cc(C)sc2c2cnn(Cc3ccc(OC)cc3)c(=O)c21	9
COc1ccc(CN2CCc3c(nc(N4CCCC4)[nH]c3=O)C2)c(OC)c1	-15
O=C(CN1CCC(c2ccccc2F)CC1)N1CCCC1	-27
CCc1nn(CC(=O)N(CC)CC)c(=O)c2cc3ccsc3n12	-19
COc1ccc(CC(=O)N2CCCC(c3nc(C)ncc3-c3cc(C)no3)C2)cc1 (configuration not stated)	-18
CCc1nn(CC(=O)N2CCCCC2C)c(=O)c2cc3sc(C)cc3n12 (configuration not stated)	12
Cc1nnsc1C(=O)N1CCC(n2nnc(-c3ccc(F)cc3)n2)CC1	-55
COc1ccc([C@@H]2C[C@H](C(=O)NC3CCCCC3)N(C)S(=O)(=O)N2)cc1OC	4
CN1CC=C(/C=C/C2=Cc3ccccc3OC2)CC1	-105
Cc1cc(-c2cncnc2C2CCN(C(=O)c3ccc4ncccc4c3)CC2)on1	-28
Cc1cc(C)n(CC(C)C(=O)N2CCCC(n3nc(-c4cccs4)ccc3=O)C2)n1 (configuration not stated)	-7
Cn1ccnc1C1(O)COC2(CCN(C(=O)c3ccc(Br)s3)CC2)C1 (configuration not stated)	-14
Cc1cc(-c2cnc(C)nc2C2CCN(C(=O)C(C)C)CC2)on1	-3
O=C(C1CC1)N1CCC(Cn2nc(-c3cccs3)ccc2=O)CC1	-22
CC(C)(C)C1=NN(CC(=O)NC2CCCC2)C(=O)c2cc3ccccc3n2C1	-91
O=c1ccc(-c2cccs2)nn1C[C@H]1CCCN1S(=O)(=O)c1cccc2nonc12	-77
O=C(c1cnn2cccnc12)N1C2CCC1CC(c1ccc(F)cc1)C2 (configuration not stated)	-57
CC(C)[C@H]1CN(Cc2ccco2)CCN1C(=O)c1cscn1	-31
CC(C)CC(NC(=O)c1cnccn1)c1nc2cccnc2n1C(C)C (configuration not stated)	18
Cc1cc(-c2cncnc2C2CCCN(C(=O)c3ccc4c(c3)OCCO4)C2)on1 (configuration not stated)	-13
Clc1ccc2nc(-c3ccncc3)c(NCC3CCCO3)n2c1 (configuration not stated)	23
CC1CCCC(C)N1C(=O)Cn1nc(-c2ccncc2)oc1=O (configuration not stated)	4
O=C(c1cscn1)N1C2CCC1CC(c1ccc(F)cc1)C2 (configuration not stated)	-21
Cc1ncc(-c2ccncc2)c(C2CCN(C(=O)c3ccc4c(c3)OCO4)CC2)n1	-49
COc1ccc2cc(C)c3nn(CC(=O)N4CCOCC4)c(=O)n3c2c1	-1
O=C(Cc1ccccc1F)N1CCC(c2ccc3c(c2)OCO3)CC1	-6
COc1ccc2c(c1)NC1(CCN(C(=O)c3sc(C)nc3C)CC1)c1cccn1-2	-45
COCCn1c(=O)n(CC=C(C)C)c2cccnc21	-16
Cc1cc2c(s1)c1cnn(CC(=O)NC3CCCCC3C)c(=O)c1n2C (configuration not stated)	-24
Cc1cc2c(o1)c1cnn(CC(=O)NC(C)C)c(=O)c1n2C	-15
COc1cc(OC)c(-c2nc3cnccn3c2NCc2ccccc2)cc1OC	2
O=C(NCCCn1ccnc1)c1ncoc1-c1ccccc1F	-2
CCc1c(C)nc2c(-c3cccs3)c(C)nn2c1C	45

High-throughput results deposited in PubChem BioAssay by Emory University Molecular Libraries Screening Center.
